Assay outcomes: PubChem, several laboratories
CHRM4 agonist: agonists of human muscarinic M4 receptor (CHRM4); P08173; CHO-K1 hM4/Gqi5, Fluo-8 calcium fluorescence; vehicle 0%, full acetylcholine response 100%; activation, % at 3 µM; 360,000 tested, 0.14% active; AID 624127;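 active = activation above the run mean over all test wells plus 3 SD, cut at about 32% in these data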;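 note: peak over basal fluorescence ratio per well then scaled between controls; 0% = DMSO wells and 100% = acetylcholine at EC100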
Target sequence (P08173 whole entry, looked up): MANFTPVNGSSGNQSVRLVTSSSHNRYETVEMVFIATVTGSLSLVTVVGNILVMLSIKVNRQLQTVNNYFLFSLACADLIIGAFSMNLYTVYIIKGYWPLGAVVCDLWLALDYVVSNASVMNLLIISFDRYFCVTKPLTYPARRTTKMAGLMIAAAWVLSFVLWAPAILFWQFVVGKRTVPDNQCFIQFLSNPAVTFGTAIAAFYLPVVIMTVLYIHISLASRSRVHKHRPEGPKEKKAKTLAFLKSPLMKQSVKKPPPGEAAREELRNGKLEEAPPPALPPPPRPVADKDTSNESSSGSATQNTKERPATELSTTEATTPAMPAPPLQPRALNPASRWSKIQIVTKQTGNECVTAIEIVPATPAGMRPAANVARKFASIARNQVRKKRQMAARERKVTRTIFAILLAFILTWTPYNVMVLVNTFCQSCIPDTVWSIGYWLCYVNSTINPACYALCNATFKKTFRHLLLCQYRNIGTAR
CHRM5 antagonist: CHRM5 antagonism in calcium assay | inhibition, % at 3 µM | CHO-hM5 cells, Fluo-8 calcium fluorescence, ACh EC80 | AID 624040 | 360,000 tested, 0.59% active | P08912;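 active = inhibition above a per-plate cutoff, the mean of that plate's test compounds plus 3 SD, cut at about 27% in these data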;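 note: 0% = acetylcholine EC80 with DMSO and 100% = DMSO without agonist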
Target sequence (P08912 whole entry, looked up): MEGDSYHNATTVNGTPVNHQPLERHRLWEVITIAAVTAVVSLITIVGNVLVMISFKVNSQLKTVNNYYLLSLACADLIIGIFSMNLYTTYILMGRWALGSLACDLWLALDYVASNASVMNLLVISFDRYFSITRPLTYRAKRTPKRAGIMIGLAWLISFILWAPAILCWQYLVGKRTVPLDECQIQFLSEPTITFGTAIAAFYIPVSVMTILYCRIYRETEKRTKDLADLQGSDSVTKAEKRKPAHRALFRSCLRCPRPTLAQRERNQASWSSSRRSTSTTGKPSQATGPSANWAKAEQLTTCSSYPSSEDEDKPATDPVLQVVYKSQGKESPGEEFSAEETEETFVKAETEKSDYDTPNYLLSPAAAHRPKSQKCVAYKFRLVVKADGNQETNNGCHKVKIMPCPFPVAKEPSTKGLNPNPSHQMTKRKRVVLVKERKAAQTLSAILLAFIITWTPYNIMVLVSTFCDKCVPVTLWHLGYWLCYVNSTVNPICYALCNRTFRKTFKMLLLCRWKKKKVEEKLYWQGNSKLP
CHRM1 PAM: potentiates human M1 receptor response to acetylcholine; CHO-K1 hM1, Fluo-8 calcium fluorescence, ACh EC20; 0% = ACh EC20, 100% = maximal ACh; AID 588819; 360,000 tested, 0.088% active; activation, % at 3 µM; in the data active = activation above about 19%, passing the limit was not always enough
M5 ag: agonists of human muscarinic M5 receptor (CHRM5) | CHO-K1 hM5 cells, Fluo-8 calcium fluorescence; 0% DMSO wells, 100% maximal acetylcholine response | P08912 | activation, % at 3 µM | 360,000 tested, 0.19% active;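 active = activation above the run's mean over test compounds plus 3 SD, cut at about 23% in these data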;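 note: signal is peak over basal fluorescence ratio across the kinetic read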
CRFBP-R2 agonist: CRF-BP/CRF-R2 complex agonism; HEK293 CRF-R2/CRF-BP, calcium dye fluorescence (FLIPR); percent of saturating CRF peptide response; activation, % at 13.2 µM; 350,000 tested, 0.46% active;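 active = activation of at least 50%, plus an integration ratio under a set limit after plate pattern correction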;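 note: plate controls were neutral control wells without compound for no effect and CRF at EC100 for full effect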
CHRM1 antagonist: blocks human M1 muscarinic receptor. AID 588852. CHO-K1 hM1, Fluo-8 calcium fluorescence, ACh EC80 antagonist. inhibition, % at 3 µM. 360,000 tested, 1.3% active. P11229;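 active = percent inhibition above its own plate's cutoff, namely the mean of that plate's compound wells plus 3 SD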;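 note: peak over basal fluorescence ratio during 140 s after agonist addition; 0% = ACh EC80 plus DMSO and 100% = DMSO alone without agonist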
CHRM4 antagonist: blocks acetylcholine activation of human M4 receptor; P08173; CHO-hM4 cells, ACh EC80, Fluo-8 calcium fluorescence; inhibition, % at 3 µM; 360,000 tested, 0.73% active; AID 624125;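 active = inhibition above its plate's cutoff, the mean inhibition of sample wells plus 3 SD, cut at about 27% in these data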;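 note: 0% = acetylcholine EC80 with DMSO and 100% = DMSO without agonist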
M5 PAM: positive allosteric modulators of human muscarinic M5 receptor; 360,000 tested, 0.3% active; P08912; activation, % at 3 µM; CHO-K1 hM5, Fluo-8 calcium, ACh EC20 PAM; 0% = ACh EC20, 100% = ACh EC100;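 active = activation above the run cutoff, the mean activation of all test compounds plus 3 SD, cut at about 18% in these data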
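system = human M5 receptor in CHO-K1 cells | compound = one concentration, 3 µM final (nominal) | schedule = Post-acetylcholine fluorescence recording 140 s | signal = Fluo-8 calcium dye fluorescence, kinetic read | benchmarks = low control EC20 acetylcholine (0%), high control EC100 acetylcholine (100%) | repeats = singlicate, one well per test compound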
M4 PAM: potentiates acetylcholine response at human M4 receptor; P08173; activation, % at 3 µM; 360,000 tested, 0.4% active; CHO-K1 hM4/Gqi5, Fluo-8 calcium fluorescence, ACh EC20; 0% = ACh EC20, 100% = maximal ACh;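 active = activation above its plate's cutoff, the mean activation of sample wells plus 3 SD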; note: some results filed as inactive read as strong as hits
Numbers without * were called inactive; · = not tested or not shown; & = joins results of further samples.

SMILES	CHRM4 agonist	CHRM5 antagonist	CHRM1 PAM	M5 ag	CRFBP-R2 agonist	CHRM1 antagonist	CHRM4 antagonist	M5 PAM	M4 PAM
O=Cc1cn(CCOc2ccccc2F)c2ccccc12	9	9	1	5	0.0	-5	-3	-9	-5
O=C(Nc1ccccc1F)N1CCC(NC(=O)C23CC4CC(CC(C4)C2)C3)CC1	2	-1	5	-3	-0.4	-3	1	2	7
Cc1ccc(N(NC(=O)C(O)(c2ccccc2)c2ccccc2)C(=O)CCl)cc1	2	3	7	-3	-1.0	-10	-3	-4	-3
C=C(C)c1cccc(C(C)(C)NC(=O)NCc2ccncc2)c1	1	12	-9	-15	11	9	-2	-7	-7
Cc1ccc(-c2nnc(NC(=O)CCS(=O)(=O)c3ccc(F)cc3)o2)c(C)c1	0	5	6	2	-4.2	-4	-7	0	-1
Fc1cccc(Nc2cc(-n3cccn3)ncn2)c1	6	2	-10	6	0.4	7	-1	-15	2
CCC1(c2ccccc2)NC(=O)N(CC(=O)NC2CCCCCC2)C1=O (centres undefined)	0	6	3	0	-0.1	1	6	-4	2
O=C(NCc1ccccc1)C(c1ccc(F)cc1)N(Cc1ccc2c(c1)OCO2)C(=O)Cn1nnc(-c2cccs2)n1 (centres undefined)	0	2	-2	0	0.8	15	-6	-5	-6
Cc1ccc2oc(=O)n(CCOc3ccccc3)c2c1	0	11	4	-1	0.6	-7	-2	-4	3
CSc1nc2nccc(-c3ccc(-c4ccccc4)cc3)n2n1	-1	1	5	0	-0.2	7	2	-1	1
Cc1ccc(C2(C(F)(F)F)NC(=O)N3CCCN=C3S2)cc1 (centres undefined)	2	0	3	-4	-0.9	-15	7	-3	-2
Cc1cccc(-n2nc(C)c3c(C(=O)O)cc(-c4cccs4)nc32)c1	0	5	13	-5	-0.8	-7	8	-1	-4
COCCNc1ccc(N2C(=O)CCCC2=O)cc1[N+](=O)[O-]	0	7	-1	0	-0.3	1	5	-6	-6
Nc1ccc(C(=O)O)cc1	1&1&1	-5&-1&5	18&2&3	0&3&1	-2.9&0.1&-0.2	-50&-9&-22	-8&-11&0	-5&-1&-5	5&5&-3
CCN(CC)S(=O)(=O)c1ccc(O)c(NC(=O)c2cc(-c3cc(OC)c(OC)c(OC)c3)nc3ccccc23)c1	4	14	-16	0	-0.1	29*	-2	-2	-8
Cc1ccc(S(=O)(=O)N(C)CC(=O)NCC(c2ccco2)N(C)C)cc1 (centres undefined)	0	6	-12	-1	0.4	27	-11	0	9
Cc1ccccc1-n1c(SCC(=O)N/N=C/c2ccccc2OCC(=O)O)nc2ccccc2c1=O	0	4	6	0	0.5	-7	-1	0	11
Cc1nc(N)nc(-c2ccccc2O)n1	2	4	3	0	-0.3	6	6	-6	-4
C=CCNC(=O)C1CC2Cn3c(nc4cc(C)c(C)cc43)C2N1C (centres undefined)	1	9	-1	-2	-0.2	9	6	3	0
COc1ccc(NC(=O)C2CCN(c3nnnn3-c3ccccc3)CC2)cc1	3	4	2	-9	0.4	3	-3	11	4
Cn1ncc(Cl)c1C(=O)N/N=C/c1cccc(OC2CSC2)c1	5	-8	2	6	-0.1	-3	-11	4	5
O=C(Nc1ccc(N2CCOCC2)c(Cl)c1)c1cccc(F)c1	10	7	-3	0	-1.6	-34	-5	-7	-1
CC(C)N(C(=O)[C@H]1C[C@H](CC(=O)NCc2cccc(C(F)(F)F)c2)C(=O)N2CCc3c([nH]c4cc(-c5ccco5)ccc34)[C@]12C)C(C)C	1	-5	1	0	3.5	4	-20	2	9
N#CC(C(=O)OC1CCCCC1)c1nc2ccccc2nc1N1CCOCC1 (centres undefined)	2	-1	-2	-5	15	2	-4	-7	2
CCN1CCN(C(=O)c2ccc(C)c(S(=O)(=O)Nc3cccc(C)c3)c2)CC1	0	0	9	-7	0.3	-16	-8	1	5
COc1cc(NC(=O)CN2CCN(C(=O)c3ccco3)CC2)c(C)cc1[N+](=O)[O-]	0	6	5	1	-2.1	-9	-3	-4	-4
Cc1ccc2nc(NC(=O)C3CCN(S(=O)(=O)c4cc([N+](=O)[O-])ccc4Cl)CC3)sc2c1	8	30*	-17	-2	1.4	28	26	-13	-9
Cc1sc2nc(CN(C(=O)NC3CCCCC3)C3CCCCC3)[nH]c(=O)c2c1C	2	3	9	1	-3.0	-8	3	-1	2
Fc1ccccc1NC(=S)NCCc1cccc(Cl)c1	6	3	-4	-2	-0.8	9	7	-6	-4
CCC(CC)c1nnc(NC(=O)c2nc3nc(C)cc(C)n3n2)s1	0	-3	7	-2	0.4	-9	-3	-3	15
CNC(=O)C(=O)N1CCC2(CC1)OCCN2S(=O)(=O)c1ccc(C)cc1	1	-1	8	1	1.2	-1	7	3	2
CN(C)C=NC(=O)/C(C#N)=C1\CCc2ccccc2N1	1	-2	6	-6	-0.2	-26	-7	-1	8
NS(=O)(=O)c1ccc(NC(=O)CN2CCN(Cc3ccccc3)CC2)cc1	1	-1	6	-2	-0.1	-16	6	5	4
Cc1ccccc1OCCC(=O)OCC(=O)NC1CCS(=O)(=O)C1 (centres undefined)	1	-1	4	2	-0.9	-3	-7	2	4
CCN(c1ccccc1)S(=O)(=O)c1ccc(C(=O)NCCc2ccc(S(N)(=O)=O)cc2)cc1	3	-3	-7	3	1.4	14	1	2	-5
CC(C)(C)c1cc(NC(=O)CCl)n(-c2ccccc2)n1	0	1	4	0	0.3	-2	2	5	5
CCCOc1ccc(-c2nnc(-c3ccncc3)o2)cc1	1	3	3	3	-1.9	-6	7	4	4
CC(C)C[C@H]1CN([C@@H](Cc2ccccc2)CN2CCC[C@@H]2CN2C(=O)C(=O)NC[C@@H]2Cc2ccc(O)cc2)C(=O)C(=O)N1CC1CCCCC1	0	0	2	0	·	15	-8	-3	1
O=Cc1ccc(-n2cncn2)cc1	2	18	9	-1	-0.1	-6	9	-5	-4
COCCOC(=O)C1=C(C)OC(N)=C(C#N)C1c1ccc2c(c1)OCO2 (centres undefined)	0	7	-8	-7	-1.0	10	0	-6	0
CN(C)C(=S)Nc1ccc(Br)c(Cl)c1	3	-4	1	-4	-2.1	-5	-22	-2	-6
O=C(OCCCc1cc2ccccc2c(=O)o1)c1ccccc1C(F)(F)F	4	3	2	-4	-2.2	-2	-5	-2	2
CCOC(=O)C1CCCN(C(=O)COc2ccccc2F)C1 (centres undefined)	2	7	1	0	1.0	-6	2	-4	3
CCCOc1ccccc1N1C(=O)CC(N(O)c2ccccc2)C1=O (centres undefined)	6	-4	3	-2	-1.3	-9	-7	0	-8
Cc1ccc(S(=O)(=O)N/N=C/c2ccc(OCC(=O)Nc3ccccc3Cl)cc2)cc1	-2	2	0	-4	1.1	-3	0	-8	-4
COc1ccccc1N(CC(=O)NCc1ccccc1)C(=O)CCC(=O)Nc1cc(C)ccn1	2	3	6	-4	-0.8	1	8	-8	-3
Cc1ccccc1CN(C)Cc1cc(=O)oc2c(C)c(C)ccc12	5	-13	0	0	-1.2	2	-3	3	-3
CCOC(=O)C1CCCN(c2c(NCCN3CCCCC3C)c(=O)c2=O)C1 (centres undefined)	0	0	1	-1	-0.4	-8	-1	1	2
NC(=O)c1cc([N+](=O)[O-])ccc1N1CCN(Cc2ccccc2)CC1	1	10	-5	-9	0.1	-1	-7	-5	1
Cc1cccnc1NC(=O)CN1C(=O)c2ccccc2S1(=O)=O	1	-4	5	4	1.1	-3	3	5	5
CN1CCN(C(=O)/C(=C\c2cccs2)NC(=O)c2ccco2)CC1	1	-1	4	-1	1.0	-1	3	6	-4
Nc1cccc(C(=O)OCC(=O)Nc2cccc3c2C(=O)c2ccccc2C3=O)c1	5	8	-5	0	2.5	1	-1	-3	-5
O=C(Nc1ccc2c(c1)OCO2)c1cc(C2CCCN(C(=O)CCc3ccccc3)C2)on1 (centres undefined)	6	20	3	1	·	-6	-13	-5	2
COc1ccc(OCCSc2nnc(-c3cccnc3)n2N)cc1	0	-4	10	2	1.5	-4	8	5	2
COC(=O)c1cc(OC)c(OC)cc1NC(=O)c1csc(C)c1	1	5	21	-3	0.4	-8	2	-1	8
COc1ccc(NC(=O)Cn2nnc(C(=O)NCc3ccccc3)c2N)c(OC)c1	1	-4	10	2	-3.5	-9	-2	1	-2
O=C(O)c1ccc(N2N=C(c3ccccc3)CC2c2ccccc2)cc1 (centres undefined)	0	6	10	-3	-1.1	-6	5	1	-4
COC(=O)c1sccc1-n1cccc1C(=O)N1CCOCC1	-1	-3	8	-3	0.4	-9	9	1	-6
CCS(=O)(=O)N1CCC(C(=O)Oc2ccc(Cl)cc2)CC1	4	1	9	-1	-0.7	-20	-6	-4	1
CCc1ccc2c(c1)C(NC(C)=O)C(=O)N2CCN1CCOCC1 (centres undefined)	1	4	8	-3	-0.6	-13	-4	4	5
(listing goes on)
SMILES	CHRM4 agonist	CHRM5 antagonist	CHRM1 PAM	M5 ag	CRFBP-R2 agonist	CHRM1 antagonist	CHRM4 antagonist	M5 PAM	M4 PAM
O=C(CSc1ncnc2nc[nH]c12)Nc1ccc(Br)cc1Cl	5	-3	8	7	-0.1	-12	-2	4	6
CCn1c(=O)c([N+](=O)[O-])c(N2CCN(Cc3ccc4c(c3)OCO4)CC2)c2ccccc21	1	9	10	1	-2.6	-12	3	5	-1
O=C(OCC1CC(c2ccccc2)=NO1)c1ccco1 (centres undefined)	-1	2	9	-3	-4.7	-13	-2	6	-2
CC(=O)N1CCN(C(=O)c2ccc(OC3CCN(CCc4ccccc4)CC3)cc2)CC1	0	17	-14	-9	-0.6	37*	11	-7	-11
CC(C(=O)NCC1CCCCC1)N1CCN(S(=O)(=O)c2ccccc2F)CC1 (centres undefined)	9	6	7	-2	3.7	-7	-8	1	-3
CCC(=O)Nc1ccc2c(c1)Cc1cc([N+](=O)[O-])ccc1-2	1	13	3	-1	10	0	-7	-6	3
O=C(O)CC(NC(=O)Nc1ccccc1)c1ccc(OC2CCCC2)cc1 (centres undefined)	1	-6	12	-4	0.9	-7	0	5	2
O=C(NC1CCCCCC1)c1ccc2c(=O)n3c(nc2c1)CCCCC3	4	2	-2	-5	-0.4	-21	10	-7	-6
CSc1sc(C(=O)O)c(C)c1C(C)=O	1	-6	3	-2	0.9	-5	-11	6	11
Cc1ccc(C)c(NC(=S)NC2CC3CCC(C2)N3Cc2ccco2)c1 (centres undefined)	3	11	3	13	-0.2	-10	-2	-7	6
COc1ccc(/C=C(\NC(=O)c2cccs2)C(=O)NN)cc1OC	9	0	9	-5	-1.2	-11	-16	-4	7

Complete entries, looked up by structure:
O=C(O)CC(NC(=O)Nc1ccccc1)c1ccc(OC2CCCC2)cc1 (centres undefined) is listed as CHRM4 agonist = 1; CHRM5 antagonist = -6; CHRM1 PAM = 12; M5 ag = -4; CRFBP-R2 agonist = 0.9; CHRM1 antagonist = -7; CHRM4 antagonist = 0; M5 PAM = 5; M4 PAM = 2
Cc1ccc(C)c(NC(=S)NC2CC3CCC(C2)N3Cc2ccco2)c1 (centres undefined) is listed as CHRM4 agonist = 3; CHRM5 antagonist = 11; CHRM1 PAM = 3; M5 ag = 13; CRFBP-R2 agonist = -0.2; CHRM1 antagonist = -10; CHRM4 antagonist = -2; M5 PAM = -7; M4 PAM = 6

Random draw from the library; about 2.8% have a hit in one of these screens.
